Compound activity as filed in PubChem.
GALK inhibitor – qHTS Assay for Inhibitors of Human Galactokinase (GALK). Potency, µM (top dose mostly 57.5 µM), without a hit: at the top dose activity change, negative = inhibition, usual class: inhibitors. Purified GALK, Kinase-Glo residual ATP luminescence. 270,000 compounds, 0.007% hits; further: potency means the concentration at half of the fitted maximal effect; on the % scale 0 is the no-effect control and ±100 the full control effect
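Human GALK (5 nM) with 35 uM ATP and 100 uM galactose in 20 mM HEPES pH 8.0, 5 mM MgCl2, 60 mM NaCl, 1 mM DTT, 0.01% BSA. After 1 h at room temperature, leftover ATP was read by Kinase-Glo Plus luminescence.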
B2AR arrestin – qHTS assay of beta-arrestin-biased ligands of beta2-adrenergic receptor | beta-arrestin recruitment to beta2AR, cell-based reporter | Potency, µM (top dose mostly 46.1 µM), without a hit: at the highest dose activation, usual class: activators | 330,000 compounds, 0.02% hits | AID 492947, 2010;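 further: potency means the concentration at half of the fitted maximal effect; 0% = DMSO controls and full agonism = EC100 isoproterenol or metaproterenol; nearly all actives have a fitted effect of over 65% in size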
PKM2 act – qHTS Assay for Activators of Human Muscle isoform 2 Pyruvate Kinase | Pyruvate kinase PKM (Homo sapiens), P14618 | purified PKM2, Kinase-Glo ATP luminescence, activation; response scale: 0% is enzyme alone, no compound | Potency, µM (top dose mostly 57.5 µM), for the others: at the highest dose activation, most hits filed as activators | 260,000 compounds, 0.34% hits | AID 1631, 2009; further: potency means the concentration at half of the fitted maximal effect; on the % scale 0 is the no-effect control and ±100 the full control effect; nearly all actives have a fitted effect of over 55% in size
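hPK-M2, >95% pure; 0.1 mM ADP / 0.5 mM PEP final; imidazole pH7.2 buffer w/ 7 mM MgCl2, 50 mM KCl; 1 h RT; Kinase-Glo lum. Intermediate enzyme activity for dual inhibitor/activator qHTS.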
TSG101-PTAP inh – qHTS Assay for Iinhibitors of HIV-1 Budding by Blocking the Interaction of PTAP/TSG101; Fluorescence polarization, FITC-PTAP peptide / Tsg101 binding; Potency, µM (series often up to 115 µM), without a hit: top-dose activity change, negative = inhibition, usual class: inhibitors; 340,000 tested, under 10 active; AID 493005, 2010; active means well fitted inhibition curve with a large enough effect in the main read-out, with a control signal flat, not every such curve was filed as active; inconclusive means small, poorly fitted or top-dose-only effect, or effect the other way, or a change in a side signal; inactive means no such curve, though single readings can be large or run the other way; further: potency means the concentration at half of the fitted maximal effect; % of control where 0% means no effect
Target sequence (Q99816 whole entry, looked up): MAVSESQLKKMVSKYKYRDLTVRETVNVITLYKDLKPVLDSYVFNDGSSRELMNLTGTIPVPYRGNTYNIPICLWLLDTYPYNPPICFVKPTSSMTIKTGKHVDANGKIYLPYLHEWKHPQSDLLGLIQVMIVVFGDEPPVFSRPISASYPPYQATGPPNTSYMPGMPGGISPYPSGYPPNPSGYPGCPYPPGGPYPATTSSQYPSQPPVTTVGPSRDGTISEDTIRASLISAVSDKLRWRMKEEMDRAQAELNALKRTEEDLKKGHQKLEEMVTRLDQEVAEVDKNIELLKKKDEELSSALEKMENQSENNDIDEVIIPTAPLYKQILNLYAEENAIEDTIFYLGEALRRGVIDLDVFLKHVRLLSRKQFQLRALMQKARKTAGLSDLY
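Compounds were pin-transferred onto Tsg101 binding domain (10 uM final) in HEPES pH 7.5 buffer, then FITC-PTAP peptide was added at 50 nM final. After 20 min at RT, polarization reported peptide displacement across a qHTS concentration series.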
Coupling enz – qHTS Assay for Inhibitors of Fructose-1,6-bisphosphate Aldolase from Giardia Lamblia: Coupling assay counterscreen. 290,000 compounds, 0.67% hits. activity change, negative = inhibition, % at 58.2 µM, hits read low. coupling enzyme system counterscreen, AmpLite Red fluorescence; in the data active means activity change below about -30%; further: on the % scale 0 is the no-effect control and ±100 the full control effect
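Fluorescence at 525 nm excitation and 598 nm emission measured inhibition of the coupled detection system without aldolase. Compounds (at 57.5 uM final) were preincubated 10 min at room temperature with coupling enzyme reagent before a 20 min substrate/AmpLite Red step.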
Giardia kill – Small Molecules that selectively kill Giardia lamblia: qHTS. Giardia lamblia trophozoite viability. activity change, % at 7.66 µM, hits read low. 340,000 compounds, 0.15% hits. AID 540267, 2011; in the data active means activity change below about -80%; inconclusive means between about -30% and that limit;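 further: parasites exposed to compound for two days anaerobically before the ATP read; on the % scale 0 is the no-effect control and ±100 the full control effect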
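Viability, read as ATP luminescence: trophozoites at 100 cells/well, compound added, 48 hrs anaerobic at 37 deg C, then 15-30 min room-temperature development before reading.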
Tb PFK inh – qHTS Assay to Find Inhibitors of T. brucei phosphofructokinase; 330,000 compounds, 0.17% hits; Potency, µM (series often up to 57.5 µM), for the others: at the highest dose activity, negative = inhibition, actives largely listed as inhibitors; ATP-dependent 6-phosphofructokinase (Trypanosoma brucei brucei), O15648; T. brucei PFK, ADP-Glo luminescence; AID 485367, 2010;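 further: potency means the concentration at half of the fitted maximal effect; 0% = uninhibited 1x PFK enzyme wells and -100% = no-enzyme wells; nearly all actives have a fitted effect of over 60% in size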
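1.25 nM PFK with 0.5 mM F6P and 0.1 mM ATP in 0.1 M TEA pH 8.0, 5 mM MgCl2, incubated 45 min at room temperature; ADP measured by ADP-Glo luminescence; compounds titrated up to 57 uM.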
Integrin act MD – qHTS for Activators of Integrin-Mediated Alleviation for Muscular Dystrophy | alpha7betagal myoblasts, beta-gal FDG fluorescence, 48 h | AID 624291, 2012 | 350,000 compounds, 0.064% hits | Potency, µM (doses to about 38.3 µM), for inactives: at the top dose activation, most hits filed as activators;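 further: potency means the concentration at half of the fitted maximal effect; 100% = response of the positive control SU9516; nearly all actives have a fitted effect of over 60% in size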
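Alpha7betagal+/- myoblasts (passage 13) were plated 16-24 hr, then exposed to compounds (1:260 dilution of DMSO stock) for 48 hours at 37C. After MPER lysis, β-galactosidase reporter activity was read as FDG fluorescence (ex 480/em 540) after 30 minutes.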
ASM inhibitor – Inhibitors of Secretory Acid Sphingomyelinase (S-ASM): qHTS; Sphingomyelin phosphodiesterase (Homo sapiens), P17405; placental ASM, HMU-PC fluorogenic substrate, 60 min; Potency, µM (top dose mostly 57.5 µM), for inactives: top-dose activity change, negative = inhibition, actives largely listed as inhibitors; 340,000 compounds, 0.006% hits; further: potency means the concentration at half of the fitted maximal effect
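Human placenta-derived ASM enzyme was preincubated with compound for 10 minutes at room temperature, then given fluorogenic substrate HMU-PC0 (9 uM final) for 60 minutes at 37 °C; a pH 10 stop preceded fluorescence reading at Ex 386/Em 447 nm.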
BCR signal inh – qHTS Assay to Find Inhibitors of Chronic Active B-Cell Receptor Signaling; ABC-DLBCL IkBa-CBG/CBR reporter, luminescence ratio, 4 h; Potency, µM (doses to about 46.1 µM), without a hit: at the highest dose ratio change, negative = lower green/red ratio, actives largely listed as inhibitors; 340,000 compounds, 0.05% hits; AID 493014, 2011; active means well fitted inhibition curve with a large enough effect in the signal ratio, with a control signal flat, not every such curve was filed as active; inconclusive means small, poorly fitted or top-dose-only effect, or effect the other way, or a change in a side signal; the % refers to the signal ratio;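 further: potency means the concentration at half of the fitted maximal effect; plate controls were basal doxycycline-induced cells for no effect and cells given 10 µM MG132 for full effect; MG132 reads +100%, hits lower the ratio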
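Compounds up to 46 uM were incubated four hours with TMD8 cells whose green CBG68 luciferase is fused to IkappaBalpha; red CBR luminescence normalised the signal, and concentration-effect curves were fitted to fusion, red and ratio data.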
Menin-MLL TR inh – qHTS Assay for Inhibitors Targeting the Menin-MLL Interaction in MLL Related Leukemias: Competition With Texas Red Labeled MLL-derived Mutant Peptide | Potency, µM (highest dose often 61.6 µM), inactives show at the top dose FP activity change, negative = inhibition, actives largely listed as inhibitors | AID 1768, 2009 | O00255 | 270,000 compounds, 0.23% hits | Menin + Texas Red MLL mutant peptide, fluorescence polarization; active means well fitted inhibition curve with a large enough effect in the polarisation, with a control signal flat, not every such curve was filed as active; inconclusive means small, poorly fitted or top-dose-only effect, or effect the other way, or a change in a side signal; inactive means no such curve, though single readings can be large or run the other way; the % refers to the polarisation; further: potency means the concentration at half of the fitted maximal effect; % of control where 0% means no effect; many of its hits are not listed in these tables
Target sequence (O00255 whole entry, looked up): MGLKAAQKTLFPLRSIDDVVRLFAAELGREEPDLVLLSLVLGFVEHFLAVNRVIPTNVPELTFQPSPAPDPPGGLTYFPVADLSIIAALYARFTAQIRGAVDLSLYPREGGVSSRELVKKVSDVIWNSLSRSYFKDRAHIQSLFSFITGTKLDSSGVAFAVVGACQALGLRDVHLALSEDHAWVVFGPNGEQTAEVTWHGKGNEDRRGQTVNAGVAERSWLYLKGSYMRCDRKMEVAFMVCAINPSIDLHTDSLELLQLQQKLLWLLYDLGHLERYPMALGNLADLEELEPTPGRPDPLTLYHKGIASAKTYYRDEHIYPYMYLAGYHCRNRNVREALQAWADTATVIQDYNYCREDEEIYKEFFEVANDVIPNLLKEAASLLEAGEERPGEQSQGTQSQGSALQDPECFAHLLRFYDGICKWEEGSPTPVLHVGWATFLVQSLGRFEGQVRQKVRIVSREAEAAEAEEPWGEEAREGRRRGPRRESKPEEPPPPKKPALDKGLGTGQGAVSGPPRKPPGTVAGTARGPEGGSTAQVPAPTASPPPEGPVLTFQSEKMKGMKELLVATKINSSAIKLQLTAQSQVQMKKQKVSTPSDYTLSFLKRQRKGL
An asterisk follows results filed as active; [ ] = remark or other dose. Unless noted, the call rests on the fitted dose curve; in most records, active means well fitted curve in the direction sought with a large enough effect; inconclusive means small, poorly fitted or top-dose-only effect, or another doubt; inactive means no such curve, though single readings can be large; an effect the other way counts as inactive or inconclusive. Not all compounds are listed. The share of hits here may be higher or lower than overall.

Results for O=C(CN1CCN(Cc2cccc(F)c2)CC1)Nc1ccccc1F ?
GALK inhibitor: 1%; B2AR arrestin: 2.4%; TSG101-PTAP inh: 2%; Coupling enz: 1; Giardia kill: 5; Tb PFK inh: 3%; Integrin act MD: 7%; ASM inhibitor: 4%; BCR signal inh: -13%; Menin-MLL TR inh: -4%

Results for O=C(N/N=C/c1cc2c(cc1Br)OCO2)C1COc2ccccc2O1 (stereo unspecified) ?
GALK inhibitor: 6%; B2AR arrestin: -0.1%; PKM2 act: 4%; TSG101-PTAP inh: -2%; Coupling enz: 0; Giardia kill: 2; Tb PFK inh: -1%; Integrin act MD: -10%; ASM inhibitor: -13%; BCR signal inh: 0%; Menin-MLL TR inh: -15%

What do the screens show for `CCOC(=O)CN1C(=N)N(c2nc(NC(C)C)nc(NC(C)C)n2)CC1=O`?
GALK inhibitor: -2%; B2AR arrestin: 0.4%; PKM2 act: -5%; TSG101-PTAP inh: 0%; Coupling enz: 0; Giardia kill: 6; Tb PFK inh: 4%; Integrin act MD: -11%; ASM inhibitor: -6%; BCR signal inh: 8%; Menin-MLL TR inh: 12%

Results for Cc1nc2ccccc2c(C)c1CC(=O)OC(C)C(=O)NC1(C#N)CCCCC1 (stereo unspecified) ?
B2AR arrestin: -0.5%; TSG101-PTAP inh: -5%; Giardia kill: -7; Tb PFK inh: 6%; Integrin act MD: 14%; ASM inhibitor: 0%; BCR signal inh: 1%

How did COc1ccc(C)cc1NC(=O)c1ccc(NS(=O)(=O)c2cccs2)cc1 do in these assays?
GALK inhibitor: 0%; B2AR arrestin: -1.6%; PKM2 act: 0%; TSG101-PTAP inh: -6%; Coupling enz: 7; Giardia kill: 8; Tb PFK inh: -7%; Integrin act MD: 0%; ASM inhibitor: 7%; BCR signal inh: 5%; Menin-MLL TR inh: inconclusive

Results for Oc1ccccc1-c1nnc2n1CCCCC2 ?
GALK inhibitor: 0%; B2AR arrestin: 0.1%; TSG101-PTAP inh: -3%; Coupling enz: 2; Giardia kill: -1; Tb PFK inh: 4%; Integrin act MD: 0%; ASM inhibitor: 2%; BCR signal inh: 0%; Menin-MLL TR inh: 11%

What do the screens show for `O=C(Nc1nnc(SCc2c(Cl)cccc2Cl)s1)c1cccc([N+](=O)[O-])c1`?
GALK inhibitor: 0%; B2AR arrestin: 0.3%; PKM2 act: -3%; TSG101-PTAP inh: -3%; Coupling enz: 1; Giardia kill: -11; Tb PFK inh: -4%; Integrin act MD: 6%; ASM inhibitor: -7%; BCR signal inh: inconclusive

How did CS(=O)(=O)N(CCc1ccccc1)CC(=O)NCc1ccco1 do in these assays?
GALK inhibitor: -1%; B2AR arrestin: -0.3%; PKM2 act: 5%; TSG101-PTAP inh: -4%; Coupling enz: -1; Giardia kill: 0; Tb PFK inh: -16%; Integrin act MD: 23%; ASM inhibitor: -1%; BCR signal inh: 5%; Menin-MLL TR inh: 36%[activator]

Results for Cc1ccc(CN2CCN(Cc3cccc(OCCO)c3)CC2CCO)o1 (stereo unspecified) ?
GALK inhibitor: 0%; B2AR arrestin: -0.2%; PKM2 act: 4%; TSG101-PTAP inh: 1%; Coupling enz: -1; Giardia kill: 9; Tb PFK inh: 4%; Integrin act MD: 12%; ASM inhibitor: 13%; BCR signal inh: 4%; Menin-MLL TR inh: -22%

What do the screens show for `O=C(O)CCCSc1nccn1-c1ccccc1`?
GALK inhibitor: -1%; B2AR arrestin: -0.2%; PKM2 act: 1%; TSG101-PTAP inh: 1%; Coupling enz: 3; Giardia kill: -3; Tb PFK inh: 0%; Integrin act MD: 7%; ASM inhibitor: 2%; BCR signal inh: 3%; Menin-MLL TR inh: 2%

How did CC(=O)NC(C(=O)c1ccccc1)N1CCCCC1 (stereo unspecified) do in these assays?
GALK inhibitor: -7%; B2AR arrestin: -1.3%; PKM2 act: 1%; TSG101-PTAP inh: -5%; Coupling enz: 3; Giardia kill: -20; Tb PFK inh: -3%; Integrin act MD: 12%; ASM inhibitor: -1%; BCR signal inh: 2%; Menin-MLL TR inh: 0%

What do the screens show for `CN1CCN(S(=O)(=O)c2ccc(Br)c3ccccc23)CC1`?
GALK inhibitor: 8%; B2AR arrestin: -0.5%; PKM2 act: -2%[11.5 µM]; TSG101-PTAP inh: -1%; Coupling enz: 9; Giardia kill: 3; Tb PFK inh: 0%; Integrin act MD: 8%; ASM inhibitor: -1%; BCR signal inh: -6%; Menin-MLL TR inh: -7%

How did CCCCNc1ccc(C(F)(F)F)cc1S(=O)(=O)NCCc1ccc(F)cc1 do in these assays?
B2AR arrestin: -0.5%; TSG101-PTAP inh: -7%; Giardia kill: 0; Tb PFK inh: 1%; Integrin act MD: -8%; ASM inhibitor: -5%; BCR signal inh: -6%

How did Cn1cc(S(=O)(=O)N2CCOCC2)cc1C(=O)O do in these assays?
B2AR arrestin: -0.4%; TSG101-PTAP inh: -8%; Giardia kill: -6; Tb PFK inh: 8%; Integrin act MD: 5%; ASM inhibitor: -1%; BCR signal inh: 3%

Results for COc1ccccc1CNC(=O)COC(=O)CNS(=O)(=O)c1ccc(NC(C)=O)cc1 ?
B2AR arrestin: -0.2%; TSG101-PTAP inh: 5%; Giardia kill: 4; Tb PFK inh: -3%; Integrin act MD: -14%; ASM inhibitor: 0%; BCR signal inh: -2%

Results for CC1CCN(C(=S)NC(=O)c2ccccc2Br)CC1 ?
GALK inhibitor: -3%; B2AR arrestin: 3.8%; PKM2 act: -7%; TSG101-PTAP inh: 1%; Giardia kill: 13; Tb PFK inh: 1%; Integrin act MD: 8%; ASM inhibitor: 3%; BCR signal inh: inconclusive

How did COc1ccc(N2CCN(C(=O)c3cn(C)c4ccc(S(=O)(=O)N5CCOCC5)cc4c3=O)CC2)cc1 do in these assays?
GALK inhibitor: 4%; B2AR arrestin: -0.1%; TSG101-PTAP inh: 2%; Giardia kill: -2; Tb PFK inh: -1%; Integrin act MD: 20%; ASM inhibitor: 0%; BCR signal inh: 4%

What do the screens show for `COCCN(C(=O)c1ccc(C)o1)c1c(N)n(CC(C)C)c(=O)[nH]c1=O`?
B2AR arrestin: 0.8%; TSG101-PTAP inh: -4%; Giardia kill: -10; Tb PFK inh: 1%; Integrin act MD: 22%; ASM inhibitor: 11%; BCR signal inh: inconclusive

What do the screens show for `CC1CC1C(=O)Nc1nc(-c2ccc(Cl)s2)cs1` (stereo unspecified)?
GALK inhibitor: 10%; B2AR arrestin: -1.3%; PKM2 act: 6%; TSG101-PTAP inh: -3%; Coupling enz: -4; Giardia kill: -4; Tb PFK inh: -7%; Integrin act MD: -37%[inhibitor]; ASM inhibitor: -3%; BCR signal inh: 5%; Menin-MLL TR inh: 7%

How did NS(=O)(=O)c1cc(C(=O)OCC(=O)c2ccccc2)c(Cl)cc1Cl do in these assays?
GALK inhibitor: 2%; B2AR arrestin: 0.7%; PKM2 act: 5%; TSG101-PTAP inh: -1%; Coupling enz: 2; Giardia kill: -8; Tb PFK inh: 2%; Integrin act MD: -21%; ASM inhibitor: -3%; BCR signal inh: 4%; Menin-MLL TR inh: 10%

Results for Cc1cc(C)c(C#N)c(SCC(=O)Nc2ccc3c(c2)OCO3)n1 ?
GALK inhibitor: 0%; B2AR arrestin: -0.5%; PKM2 act: 2%; TSG101-PTAP inh: 0%; Coupling enz: -1; Giardia kill: 4; Tb PFK inh: 1%; Integrin act MD: 5%; ASM inhibitor: -3%; BCR signal inh: -17%; Menin-MLL TR inh: 5%

How did COc1ccc(C(C)N2CC34C=CC(O3)C(C(=O)O)C4C2=O)cc1 (stereo unspecified) do in these assays?
GALK inhibitor: 0%; PKM2 act: 3%; TSG101-PTAP inh: -1%; Coupling enz: 2; Giardia kill: -10; Integrin act MD: 28%; ASM inhibitor: 0%; Menin-MLL TR inh: 10%

How did O=C(NC1=NCCS1)c1cccc(N2C(=O)c3ccccc3C2=O)c1 do in these assays?
GALK inhibitor: -2%; B2AR arrestin: 0.4%; PKM2 act: 0%; TSG101-PTAP inh: -6%; Coupling enz: 2; Giardia kill: -19; Tb PFK inh: -4%; Integrin act MD: 7%; ASM inhibitor: -2%; BCR signal inh: inconclusive; Menin-MLL TR inh: -8%
